Tb MetRS inh = blocks T. brucei methionyl-tRNA synthetase activity; purified T. brucei MetRS, ATP depletion, Kinase-Glo luminescence; inhibition, % at 11.9 µM; actives 0.4% (n = 360,000);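 active means inhibition above a per-plate cutoff of the control wells' mean inhibition plus 3 SD, cut at about 5.5% in these data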;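 further: 0% = DMSO wells median and 100% = median of wells with control inhibitor compound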
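Material – parasite MetRS enzyme · Medium – HEPES-MgCl2-KCl buffer plus DTT, spermine, BSA, pyrophosphatase · Reagent – ATP, methionine and E. coli bulk tRNA substrates · Times – 15 min enzyme-compound preincubation, 2 h reaction, 10 min detection, 25 °C · Measured by – luminescence of leftover ATP · Evaluation – percent inhibition relative to median high and low control wells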
E coli Lon inh = inhibitors of E. coli Lon protease; AID 602123; actives 0.42% (n = 360,000); P0A9M0; inhibition, % at 7.94 µM; purified E. coli Lon protease, fluorescence polarization; in the data active means inhibition above about 13%, passing the limit was not always enough;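 further: 0% = enzyme with probe and DMSO and 100% = no enzyme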
MLLE-PAM2 inh = inhibitors of microRNA-mediated deadenylation, human PABP1 MLLE binding | P11940 | GST-MLLE / FITC-PAM2 fluorescence polarization | inhibition, % at 20 µM | actives 0.36% (n = 360,000) | AID 588489; in the data active means inhibition above about 35%, passing the limit was not always enough;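 further: plate controls were DMSO wells with GST-MLLE for no effect and wells lacking GST-MLLE protein for full effect; some results filed as inactive read as strong as hits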
Target sequence (P11940 whole entry, looked up): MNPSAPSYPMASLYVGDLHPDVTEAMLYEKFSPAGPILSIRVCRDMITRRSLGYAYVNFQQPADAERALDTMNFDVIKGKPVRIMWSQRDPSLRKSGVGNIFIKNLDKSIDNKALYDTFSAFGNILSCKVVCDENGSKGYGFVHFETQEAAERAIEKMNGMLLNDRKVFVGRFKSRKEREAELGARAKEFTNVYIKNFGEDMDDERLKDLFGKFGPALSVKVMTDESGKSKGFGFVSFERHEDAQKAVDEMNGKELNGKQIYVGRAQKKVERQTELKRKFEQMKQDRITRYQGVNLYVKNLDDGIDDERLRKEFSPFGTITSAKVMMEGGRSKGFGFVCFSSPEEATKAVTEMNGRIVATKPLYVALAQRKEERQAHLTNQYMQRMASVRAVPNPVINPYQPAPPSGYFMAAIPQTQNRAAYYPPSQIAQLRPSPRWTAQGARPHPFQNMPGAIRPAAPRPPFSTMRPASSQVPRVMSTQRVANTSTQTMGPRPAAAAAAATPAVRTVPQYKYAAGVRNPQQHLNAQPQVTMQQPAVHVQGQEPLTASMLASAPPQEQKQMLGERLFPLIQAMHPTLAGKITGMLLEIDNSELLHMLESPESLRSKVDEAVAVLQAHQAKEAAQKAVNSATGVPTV
MsrA inh = inhibits bovine methionine sulfoxide reductase A; purified bovine MsrA, absorbance read-out; inhibition, % at 15.5 µM; actives 0.75% (n = 360,000); AID 651718; in the data active means inhibition above about 4.5%;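 further: 0% = vehicle wells with enzyme and 100% = reference inhibitor wells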
bovine MsrA act = bovine methionine sulfoxide reductase A activation; purified bovine MsrA, absorbance read-out; activation, % at 10.6 µM; actives 0.3% (n = 360,000); AID 602163; in the data active means activation above about 7.5%;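 further: 0% = vehicle and 100% = reference activator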
CSN deneddyl inh = blocks human CSN-mediated cullin deneddylation; actives 0.38% (n = 360,000); inhibition, % at 12.5 µM; Purified CSN, SCF-Nedd8-OG deneddylation, fluorescence polarization; Q92905;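 active means pattern-corrected inhibition above about 35%, with an unprinted fluorescence ratio check between 0.5 and 1.5, limit read from the data, passing the limit was not always enough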;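 further: 0% = enzyme with substrate and 100% = substrate without enzyme; some results filed as inactive read as strong as hits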
Target sequence (Q92905 whole entry, looked up, one chain of several): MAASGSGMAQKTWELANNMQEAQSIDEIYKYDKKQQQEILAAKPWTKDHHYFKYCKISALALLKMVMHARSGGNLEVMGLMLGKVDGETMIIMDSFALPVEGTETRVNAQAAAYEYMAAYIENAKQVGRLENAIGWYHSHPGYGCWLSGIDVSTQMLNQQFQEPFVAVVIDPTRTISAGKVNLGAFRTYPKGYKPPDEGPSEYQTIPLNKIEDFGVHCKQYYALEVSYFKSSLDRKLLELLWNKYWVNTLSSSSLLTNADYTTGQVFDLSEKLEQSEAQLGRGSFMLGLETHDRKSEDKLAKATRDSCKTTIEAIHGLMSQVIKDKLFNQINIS
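test system = HEK293T-derived human Csn5 enzyme | amount = 0.24 nM Csn5 enzyme, final concentration | medium = Tris/NaCl/DTT buffer, pH 7.5 | schedule = 90 min reaction at room temperature | signal = FP | evaluation = inhibition of Csn5 cleavage, % | compound dosing = single dose of 12.5 µM compound with 0.25% DMSO | probe or stimulus = 10 nM SCFSkp2-Nedd8OG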
Neddylation inh = blocks human cullin neddylation; TR-FRET cullin neddylation, biochemical; AID 651699; calls only at 25 µM; actives 0.58% (n = 360,000); P61081+Q13564; in the data active means inhibition above about 36%
Rin1-Abl PPI inh = human Rin1-Abl interaction inhibition; P00519+Q13671; TR-FRET Rin1/Abl binding, biochemical; inhibition, % at 7.35 µM; actives 0.4% (n = 360,000); AID 588664; in the data active means inhibition above about 5%, passing the limit was not always enough
FAS TE block = blocks the thioesterase domain of human fatty acid synthase; AID 602261; recombinant FAS-TE, OMFH fluorogenic substrate, fluorescence endpoint; inhibition, % at 15 µM; actives 0.67% (n = 360,000); P49327;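 active means compounds whose normalised, plate-corrected inhibition of enzyme fluorescence in the single-dose primary screen is 50% or more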;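 further: 0% = DMSO with enzyme and 100% = substrate without enzyme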
* hit, by the source's call; i = inactive; x = no result given.

entry	Compound	Tb MetRS inh	E coli Lon inh	MLLE-PAM2 inh	MsrA inh	bovine MsrA act
1	CCOc1cccc(C2C(C(=O)c3ccc(C)o3)=C(O)C(=O)N2c2nccs2)c1 (stereo not drawn)	-0.2	98*	131	-0.1	-2
2	NC(N)=Nc1nc(-c2ccccc2)c2cc(F)ccc2n1	-0.3	7	5	0.4	-2
3	Cc1ccc(C(C)C)c(OCC(=O)Nc2ccc(Cl)cn2)c1	-0.2	0	-2	0.4	-1
4	O=C(c1ccc(Br)cc1)c1cc2ccc(O)cc2oc1=O	-0.4	-30	-20	0.4	1
5	CN(C)S(=O)(=O)c1ccc(N2CCN(S(=O)(=O)c3ccc(F)cc3)CC2)c(Cl)c1	0.4	-14	-7	0.2	3
6	C[C@H](CO)N1C[C@H](C)[C@@H](CN(C)C(=O)Nc2ccc3c(c2)OCO3)Oc2c(NC(=O)C3CC3)cccc2C1=O	-1.8	-17	4	-0.3	-5
7	CC1CN(c2nc(-c3ccccc3)nnc2-c2ccccc2)CC(C)O1 (stereo not drawn)	-0.3	-2	-5	2.9	2
8	Cc1ccc(CS(=O)(=O)CCC(=O)NCc2ccccc2Cl)cc1	0.2	-14	3	1.3	-2
9	CS(=O)(=O)N(CC(=O)NCCc1ccccc1)C1CCCCC1	-0.1	1	4	-0.1	1
10	CC(C)N(C(=O)Nc1ccc2nccnc2c1)C(C)C	-0.9	3	8	2.5	-3
11	CCN(Cc1ccncc1)C(=O)Cc1cccs1	-1.3	0	7	0.9	-2
12	COc1ccc(S(=O)(=O)N(CC(=O)N2CCN(c3ccccc3)CC2)c2ccccc2)cc1	-0.3	-2	5	0.5	5
13	Clc1ccccc1/C=N/Nc1cc(N2CCOCC2)ncn1	-0.6	0	-2	-0.1	-1
14	COc1cc(CNC(C)(C)CO)ccc1OCC(=O)NC(C)(C)C	-0.7	-5	3	-0.1	-9
15	CC(=O)Nc1ccc(NCCc2cccs2)cc1	0.1	-4	9	-1.5	-2

entry	CSN deneddyl inh	Neddylation inh	Rin1-Abl PPI inh	FAS TE block
1	-39	i	-4	-14
2	-11	i	-5	-18
3	-1	i	-1	26
4	2	i	1	-3
5	-1	i	1	30
6	4	i	3	2
7	1	i	4	10
8	-1	i	-2	-2
9	-4	i	-4	-2
10	-1	x	-4	-5
11	1	i	2	-6
12	4	i	1	24
13	-4	i	2	-2
14	-3	i	0	-7
15	-7	i	0	-10

The list goes on.
entry	Compound	Tb MetRS inh	E coli Lon inh	MLLE-PAM2 inh	MsrA inh	bovine MsrA act
16	N#Cc1ccc(-c2nc3ccc(Br)cn3c2Cc2ccccc2C(F)(F)F)cc1	-0.4	-5	-2	0.5	-4
17	COc1cc(CC(=O)NCc2ccco2)cc(OC)c1OC	0.1	14	3	-1.3	-1
18	Cc1cn2c(=O)c(C(=O)N3CCN(c4ccccc4Cl)CC3)cnc2s1	-0.4	-5	3	2.2	-2
19	COCCN1Cc2cccc(C(=O)Nc3cc(C)cc(C)c3)c2C1=O	-0.8	-1	-2	1.4	-4
20	CCN(CC)c1ccc(NC(=O)CN2CCN(CC(=O)Nc3ccccc3F)CC2)cc1	-0.5	-12	-9	0.7	-2
21	CC(C)CC(CCc1ccccc1)OS(N)(=O)=O (stereo not drawn)	-0.4	-10	-9	0.3	-1
22	Cc1ccc(S(=O)(=O)Nc2ccccc2N2CCOCC2)cc1	0.1	-18	5	-1.8	-3
23	Cc1cc(Cl)ccc1C(O)c1ncc(-c2cccc(F)c2)[nH]1 (stereo not drawn)	-0.4	-2	-7	1.7	-3
24	CC(C)(C)c1cc(C(=O)N/N=C/c2ccccn2)n[nH]1	0.2	3	18	-0.1	-3
25	CS(=O)(=O)Nc1cccc(C2=NN(S(=O)(=O)c3ccccc3)C(c3ccco3)C2)c1 (stereo not drawn)	-0.2	3	-11	-0.1	-3
26	Cc1c(C)n(C)c2ccc(C(=O)NCCCN3CCCCC3C)cc12 (stereo not drawn)	0.0	-6	1	-0.4	0
27	Cn1c(SCC(=O)Nc2ccc3c(c2)OCCO3)nnc1-c1cccnc1	-0.2	-7	-19	-0.4	0
28	NC(=O)NN=C1CCN2CCCc3cccc1c32	-0.1	36	-4	0.5	-4
29	CN(Cc1ccncn1)C(=O)C1CCC(=O)N(Cc2cccc(C(F)(F)F)c2)C1 (stereo not drawn)	-0.2	-3	10	-0.1	-4
30	O=C(NC1CCCCC1)C(c1cccs1)N(Cc1cccs1)C(=O)c1cccs1 (stereo not drawn)	-0.1	1	-4	1.2	2

entry	CSN deneddyl inh	Neddylation inh	Rin1-Abl PPI inh	FAS TE block
16	2	i	-27	15
17	-4	i	0	-4
18	-2	i	6	-5
19	3	i	2	8
20	0	i	1	-5
21	-1	i	3	5
22	5	i	5	3
23	3	i	-2	5
24	-3	i	3	-6
25	0	i	1	-1
26	2	i	-3	-3
27	-4	i	3	-5
28	5	x	0	-7
29	-4	i	-3	-4
30	3	i	1	21

Further structures.
entry	Compound	Tb MetRS inh	E coli Lon inh	MLLE-PAM2 inh	MsrA inh	bovine MsrA act
31	COc1ccc(N=C(C)c2sc3ccccc3c2O)cc1	0.4	-13	-3	0.2	-2
32	CCOc1ccc(S(=O)(=O)Nc2cccnc2)cc1	-0.1	5	-3	0.9	-6
33	COc1ccc(CNc2ncnc(N)n2)cc1	-0.1	-7	-13	0.8	2
34	CCN(Cc1ccccc1)C(=O)Cn1c(=O)oc2ccccc21	-1.4	7	0	0.4	-11
35	O=C(C1CCN(S(=O)(=O)c2cccc3cccnc23)CC1)N1CCN(c2ccccn2)CC1	-0.2	-9	10	-1.3	-1
36	CN1CCN(C(=O)C2=C[C@@H](c3coc4ccccc4c3=O)C[C@@H](OCc3ccc(CO)cc3)O2)CC1	-0.2	0	-14	-0.3	-2
37	CCOC(=O)Cc1csc(SCC(=O)NC(C)C23CC4CC(CC(C4)C2)C3)n1 (stereo not drawn)	0.5	9	9	-0.9	-4
38	N#CC(C(=O)Nc1cccc(Cl)c1)=C1Nc2ccccc2N1	-0.4	7	11	0.1	-3
39	CN(c1ncc(C(F)(F)F)cc1Cl)n1cc(C(=O)O)c2ccccc2c1=O	0.1	-9	8	0.3	-3
40	O=C(N[C@@H](Cc1ccccc1)C(=O)O)c1ccncc1	-0.3	7	6	0.1	-1
41	Cc1cc(N2CCN(c3nc4ccccc4s3)CC2)n2ncnc2n1	-1.6	2	12	-1.6	-11
42	CC(C)(C)c1cc(NCCCn2ccnc2)n2ncc(-c3ccccc3)c2n1	-0.5	3	-1	-0.8	-2
43	Cc1ccccc1OCC(=O)OCC(=O)NCc1ccccc1Cl	-0.3	-26	-2	0.2	-1
44	Nc1c(N(Cc2ccco2)C(=O)c2ccccc2F)c(=O)[nH]c(=O)n1Cc1ccccc1	-0.5	-7	-9	1.5	-3
45	CCOc1ccc(CNS(=O)(=O)c2ccc3c(c2)CC(=O)N3C)cc1	-0.3	-3	20	-0.7	-3

entry	CSN deneddyl inh	Neddylation inh	Rin1-Abl PPI inh	FAS TE block
31	9	i	-3	-19
32	3	i	2	-15
33	0	i	2	-4
34	-12	i	1	-4
35	1	i	1	-2
36	3	i	0	-12
37	-1	i	0	8
38	-2	i	-1	3
39	-6	i	0	-9
40	0	i	1	-4
41	2	i	-4	-6
42	-5	x	-6	6
43	1	i	4	-4
44	2	i	3	-6
45	5	i	-2	-9

Later entries.
entry	Compound	Tb MetRS inh	E coli Lon inh	MLLE-PAM2 inh	MsrA inh	bovine MsrA act
46	O=[N+]([O-])c1ccc(CS(=O)(=O)c2ccc(Cl)cc2)cc1	-0.9	5	2	0.2	-5
47	CCC1SC(CC)C(=O)N(CC(=O)NC2CCCCC2)C1=O (stereo not drawn)	-0.1	-2	6	-0.5	-2
48	CN(C)c1ccnc2sc3c(=O)n(Cc4ccccc4)cnc3c12	-1.2	1	-1	x	-9
49	CSc1ccc(S(=O)(=O)NCc2ccccc2Cl)cc1	0.1	-1	-1	2.0	-2
50	Cc1c(C)c2c(OCC(=O)Nc3cccnc3)cc3c(c2oc1=O)CCC(C)(C)O3	0.8	3	-14	-0.8	-2
51	Cn1c(CCCOc2ccc(Cl)cc2Cl)nnc1SCC(=O)Nc1ccc(F)c(Cl)c1	0.4	3	-16	-0.7	-3
52	CC12CC3CC(C)(C1)CC(NCc1ccncc1)(C3)C2	0.7	-5	-2	0.1	0
53	CCc1nnc(NC(=O)CCC(=O)Nc2ccc(OC)cc2OC)s1	-0.7	2	7	-0.9	-9
54	CCOc1ccc(S(=O)(=O)N2CCC(C(=O)Nc3ccc(C)c(S(=O)(=O)N4CCOCC4)c3)CC2)cc1	-0.1	-1	13	0.5	-1
55	COC(=O)C1(CC2CC(c3ccc(Cl)cc3)=NO2)CCN(C(=O)OC(C)(C)C)CC1 (stereo not drawn)	-0.5	8	4	0.3	0
56	COc1ccc(-c2ccnc3ncnn23)cc1	-0.1	8	5	2.0	-3

entry	CSN deneddyl inh	Neddylation inh	Rin1-Abl PPI inh	FAS TE block
46	-3	i	-2	8
47	-7	i	0	1
48	4	i	0	18
49	0	i	-5	14
50	11	x	-4	3
51	-17	i	2	28
52	-11	i	-6	-3
53	5	i	-2	-9
54	-5	i	0	52*
55	0	i	-2	-10
56	9	x	-4	-4

From no. 25 up to 34, as listed above:
entry	Compound	Tb MetRS inh	E coli Lon inh	MLLE-PAM2 inh	MsrA inh	bovine MsrA act
25	CS(=O)(=O)Nc1cccc(C2=NN(S(=O)(=O)c3ccccc3)C(c3ccco3)C2)c1 (stereo not drawn)	-0.2	3	-11	-0.1	-3
26	Cc1c(C)n(C)c2ccc(C(=O)NCCCN3CCCCC3C)cc12 (stereo not drawn)	0.0	-6	1	-0.4	0
27	Cn1c(SCC(=O)Nc2ccc3c(c2)OCCO3)nnc1-c1cccnc1	-0.2	-7	-19	-0.4	0
28	NC(=O)NN=C1CCN2CCCc3cccc1c32	-0.1	36	-4	0.5	-4
29	CN(Cc1ccncn1)C(=O)C1CCC(=O)N(Cc2cccc(C(F)(F)F)c2)C1 (stereo not drawn)	-0.2	-3	10	-0.1	-4
30	O=C(NC1CCCCC1)C(c1cccs1)N(Cc1cccs1)C(=O)c1cccs1 (stereo not drawn)	-0.1	1	-4	1.2	2
31	COc1ccc(N=C(C)c2sc3ccccc3c2O)cc1	0.4	-13	-3	0.2	-2
32	CCOc1ccc(S(=O)(=O)Nc2cccnc2)cc1	-0.1	5	-3	0.9	-6
33	COc1ccc(CNc2ncnc(N)n2)cc1	-0.1	-7	-13	0.8	2
34	CCN(Cc1ccccc1)C(=O)Cn1c(=O)oc2ccccc21	-1.4	7	0	0.4	-11

entry	CSN deneddyl inh	Neddylation inh	Rin1-Abl PPI inh	FAS TE block
25	0	i	1	-1
26	2	i	-3	-3
27	-4	i	3	-5
28	5	x	0	-7
29	-4	i	-3	-4
30	3	i	1	21
31	9	i	-3	-19
32	3	i	2	-15
33	0	i	2	-4
34	-12	i	1	-4

High-throughput results from PubChem.
